# High-throughput results: PubChem, several laboratories
# Dyrk1A ADPGlo: Dyrk1A (rat) kinase inhibition. Q63470. ADP-Glo luminescence, NFATc1 peptide. inhibition, % at 12.5 µM. actives 0.43% (n = 310,000). AID 504441; in the data active means inhibition above about 50%;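 further: plate controls were vehicle with enzyme for no effect and no enzyme for full effect; many of its hits are not listed in these tables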
# GSK3beta inhib: human GSK3beta kinase inhibition; P49841; GST-GSK3beta kinase, ADP-Glo luminescence, 60 min; stronger effect = lower value; activity score (negative = inhibition), % at 10 µM; actives 0.038% (n = 300,000); AID 2097;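 active means more than half of replicate wells score below -50%, meaning over 50% inhibition versus plate controls; inconclusive means some replicates but at most half score below -50%; inactive means no replicate scores below -50%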;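 further: 0% = median DMSO wells and -100% = median GW8510 positive control wells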
#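 Test system: GST-tagged human GSK3beta kinase, cell-free; evaluation: activity score scaled between in-plate DMSO and GW8510 controls; measured by: ADP-Glo luminescence; incubation: 60 min reaction, RT; benchmarks: DMSO and 20 µM GW8510; reagent: peptide substrate plus 25 µM ATP (final); medium: Tris/MgCl2 kinase buffer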
# HSP90 inh: inhibitors of HSP90 luciferase refolding in rabbit reticulocyte lysate; luciferase refolding luminescence, 3 h; inhibition, % at 5.6 µM; actives 0.91% (n = 290,000);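 active means inhibition above the screen-wide mean plus 3 SD, computed separately per campaign, cut at about 16% in these data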;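 further: 0% = DMSO wells and 100% = 60 µM geldanamycin wells; inhibitors lower the luminescence because luciferase stays unfolded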
# PolyA inhibitor: blocks polyadenylation in yeast reporter cells. S. cerevisiae SKY197-pL101 polyadenylation reporter, beta-gal luminescence; efflux-impaired pdr1/pdr3 knockout yeast; score 100 = 6 SD above DMSO. calls only at 12 µM. actives 0.02% (n = 300,000). AID 1875;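 active means lowest replicate activity score at least 50, where 100 means six control SD above control mean; inconclusive means lowest score under 50 but half or more replicates reach 50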;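 further: yeast exposed to compound for 9 h at 30 °C; higher score means more reporter readthrough which indicates perturbed polyadenylation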
# Platelet DG rel: modulates dense granule release in human platelets; inhibition, %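 (compounds screened at 7.5 µM in platelet-rich plasma)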; human platelet-rich plasma, SFLLRN dense granule ATP release, luminescence; actives 0.22% (n = 300,000);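 active means mean replicate score, as percent of positive control, at or above 50; inconclusive means mean below 50 but at least one replicate at or above 50; inactive means mean and every replicate below 50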
# HDAC3 inh: human HDAC3 inhibition; O15379; recombinant HDAC3, fluorogenic peptide/trypsin coupled, fluorescence; inhibition, % at 8.3 µM; actives 0.15% (n = 320,000); in the data active means inhibition above about 26%, passing the limit was not always enough; inconclusive means no clear call, values can overlap the other calls
# Target sequence (O15379 whole entry, looked up): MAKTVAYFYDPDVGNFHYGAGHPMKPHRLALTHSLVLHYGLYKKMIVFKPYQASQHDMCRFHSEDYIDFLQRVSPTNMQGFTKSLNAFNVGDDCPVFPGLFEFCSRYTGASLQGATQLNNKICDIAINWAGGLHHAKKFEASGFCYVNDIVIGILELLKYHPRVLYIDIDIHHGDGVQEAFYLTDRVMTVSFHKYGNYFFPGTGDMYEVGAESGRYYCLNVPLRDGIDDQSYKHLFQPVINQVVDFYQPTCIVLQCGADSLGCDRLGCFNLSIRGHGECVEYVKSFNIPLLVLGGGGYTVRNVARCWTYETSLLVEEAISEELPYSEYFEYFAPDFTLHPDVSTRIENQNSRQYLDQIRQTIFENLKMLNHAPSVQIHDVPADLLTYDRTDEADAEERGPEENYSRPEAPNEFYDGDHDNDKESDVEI
# HSF1 inh: HSF1 inhibition; NIH3T3-HGL HSE-luciferase, MG132-induced, luminescence 8 h; stronger effect = lower value; activity change, negative = inhibition, % at 7.5 µM (by protocol); actives 0.77% (n = 300,000); AID 2098;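 active means more than half of replicate wells show activity change below -50%, luminescence cut by over half; inconclusive means some wells, but at most half, below -50%; inactive means no replicate well below -50%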;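 further: luciferase reports HSF-1 transcriptional activity via heat shock element; 0% = median of DMSO wells and -100% = zero luminescence signal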
# AI-2 QS mod: modulators of Vibrio harveyi AI-2 quorum sensing system; Vibrio harveyi JMH597 AI-2 luminescence/OD600 ratio, 9 h; stronger effect = lower value; strain lacks LuxN and CqsS sensors; 0 = neutral-control median; activity change, % at 7.5 µM; actives 0.4% (n = 300,000); AID 2094; in the data active means activity change below about -75%, passing the limit was not always enough; inconclusive means no clear call, values can overlap the other calls;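 further: luminescence divided by OD600 gain over 9 h not by final OD600 alone; inactives centre near 13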
# HSF1 activator: increases HSF-1 driven luciferase reporter signal; NIH3T3-HGL HSF-1 luciferase reporter, MG132, 8 h; 100% = twice DMSO control signal; activation, % at 9 µM; actives 1.7% (n = 300,000); AID 504408;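 active means mean replicate activation of at least 50% with a set share of replicates each reaching 50%; inconclusive means only one of those two conditions met; inactive means mean below 50% and too few replicates reaching it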;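 further: 0% = median of the neutral control wells and 100% = twice that signal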
# GSK3 alpha inh: blocks human GSK-3 alpha kinase; P49840; inhibition, % at 10 µM; AID 2650; ADP-Glo luminescence, 60 min; actives 0.1% (n = 320,000);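 in the data active means inhibition above about 50%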;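 further: GST-tagged GSK-3 alpha with peptide substrate and 25 µM ATP; 0% = DMSO neutral wells and 100% = GW8510 positive control wells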
# Target sequence (P49840 whole entry, looked up): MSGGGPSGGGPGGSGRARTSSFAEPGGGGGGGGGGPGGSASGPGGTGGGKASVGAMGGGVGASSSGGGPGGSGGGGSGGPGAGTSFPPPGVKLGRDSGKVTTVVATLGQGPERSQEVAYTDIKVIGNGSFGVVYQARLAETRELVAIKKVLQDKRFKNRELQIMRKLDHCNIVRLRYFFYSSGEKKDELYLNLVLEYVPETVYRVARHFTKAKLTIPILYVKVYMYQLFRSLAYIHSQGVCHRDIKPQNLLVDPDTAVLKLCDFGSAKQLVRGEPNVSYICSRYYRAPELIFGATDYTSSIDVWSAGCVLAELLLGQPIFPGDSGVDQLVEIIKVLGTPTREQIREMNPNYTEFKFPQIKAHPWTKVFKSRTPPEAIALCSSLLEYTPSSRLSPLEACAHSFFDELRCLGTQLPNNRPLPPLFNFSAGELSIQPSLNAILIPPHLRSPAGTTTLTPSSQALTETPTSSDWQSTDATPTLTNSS
# * = called active by the depositor; i = inactive; ? = inconclusive; nt = no result given.
molecule	GSK3 alpha inh	Dyrk1A ADPGlo	HDAC3 inh	HSP90 inh	Platelet DG rel	HSF1 activator	AI-2 QS mod	PolyA inhibitor	GSK3beta inhib	HSF1 inh
N=C1S/C(=C\c2ccco2)C(=O)N1c1nccs1	2	-3	3	2	0	98*	45	i	1	113
C=CCNC(=S)/N=c1/ccccn1C	1	-9	3	-3	11	-13	17	i	4	-3
CC(=O)c1c(C)nc2ccccc2c1N	0	8	1	-1	-4	-5	12	i	-2	0
CCOCCCN(C)C1CCN(C(=O)c2oc3ccccc3c2NC(=O)Cc2ccc(F)cc2)CC1	-4	-5	-13	-3	23	-5	15	i	-17	-7
CCc1ccc(C2C(C#N)=C(N)Oc3cc(N)ccc32)cc1 (centres undefined)	-6	-1	2	-4	-2	12	0	i	3	-3
CCCN(CCC)c1nc(N)nc(-c2cc(Cl)ccc2OC)n1	-1	-6	14	1	12	16	11	i	1	9
O=C(CC1SC(=Nc2ccc3c(c2)OCCO3)NC1=O)Nc1ccc(F)cc1F (centres undefined)	-4	7	1	5	0	0	3	i	-1	2
O=C(Nc1cccc(C(=O)O)c1)/C(=C\c1ccc2c(c1)OCO2)NC(=O)c1ccco1	-1	0	7	0	-3	-2	7	i	3	-9
CC1(C)COC2(OC1)C(=O)N(CN1CCOCC1)c1ccccc12	-3	-4	?	-5	1	-3	38	i	-5	0
CC(C)(Cc1ccccc1)/[N+]([O-])=C\c1ccccc1	-1	-6	-3	nt	11	-12	3	i	-4	1
C/C(=N\NC(=O)c1ccco1)c1cc2ccccc2o1	0	-4	-2	1	-2	-7	6	i	0	7
Cc1ccc(C)c(C(=O)CSc2nnnn2-c2cccnc2)c1	-1	-5	1	-3	-5	-51	-6	i	-2	-38
COc1ccc(OCC(=O)N2CCN(c3cccc(Cl)c3)CC2)cc1	1	-3	1	-2	3	-12	15	i	4	-1
COCCNC(=S)N(CCc1c(C)[nH]c2ccc(OC)cc12)Cc1ccco1	-2	3	0	2	0	0	10	i	-1	2
COc1ccccc1/C=C1\SC(=S)N(CCC(=O)Nc2ccc(C(=O)O)c(O)c2)C1=O	1	-3	9	1	-4	-1	19	i	5	1
CN(C)CCCN(C(=O)c1ccc(S(=O)(=O)N(C)C2CCCCC2)cc1)c1nc2ccc(Br)cc2s1	-1	2	0	7	2	-18	28	i	1	-7
Cc1cccc(C)c1OCC(=O)N(Cc1ccco1)C1CCS(=O)(=O)C1 (centres undefined)	1	-4	nt	-2	0	-13	16	i	0	-2
CC1SC2(NC1=O)C1CC3CC(C1)CC2C3 (centres undefined)	-4	-2	3	-3	7	26	20	i	1	3
Cn1c(C(=O)NCCN2CCCCCC2)cc2c(=O)n(C)c3ccccc3c21	1	47	1	-4	2	1	11	i	0	-5
Cn1c(CN2CCCC2)c(C#N)c2ccccc21	1	2	-2	-4	-11	16	-16	i	-2	6
CCn1c(O)c(N=Nc2ccc3ccccc3n2)c2ccccc21	-2	nt	-1	1	16	20	-24	i	1	4
COC(=O)c1ccc(CSc2nc3ccc(Cl)cc3[nH]2)o1	2	4	7	2	13	30	19	i	6	17
COc1ccc(Cl)cc1C(=O)N1CCN=C1SC	9	-13	1	2	2	-2	28	i	-4	2
Cc1nc(-c2ccccn2)nc(SCC(=O)c2ccccc2)c1Cl	-2	4	1	0	8	15	nt	i	0	13
O=c1[nH]c(/C=C\c2cccnc2)c([N+](=O)[O-])c(=O)[nH]1	1	-3	3	11	10	-3	5	i	-2	-7
C=C(C)C1CC=C(C)/C(=N/NC(=O)COc2ccccc2Cl)C1 (centres undefined)	-1	-5	11	1	1	-2	-1	i	1	2
O=C(CSc1nnc(CNC(=O)c2c(F)cccc2Cl)o1)Nc1ccc2c(c1)OCCO2	0	11	-3	1	7	5	26	i	3	-2
CCCC(=O)N1CCN(c2ccc(NC(=O)c3ccccc3)cc2)CC1	0	-6	1	-1	6	23	7	i	0	0
Clc1ccc(-n2nnnc2-c2cnc(-c3ccncc3)nc2-c2cccs2)cc1	-1	-1	6	-1	6	22	8	i	14	-1
O=C(NC1CCCCC1)C(c1ccccc1)N(C(=O)c1cccs1)c1ccc2c(c1)OCO2 (centres undefined)	13	4	1	2	2	-9	13	i	-1	4
CC1=C(/C=C/C(C)=C/C=C/C(C)=C\C(=O)O)C(C)(C)CCC1	1	-6	4	nt	-10	-19	4	i	-2	2
COc1ccc(C)cc1NC(=O)CN1C(=O)COc2ccc(S(=O)(=O)N3CCC(C)CC3)cc21	-1	-2	0	4	-2	-16	2	i	-2	-17
COc1ccccc1C(=O)NC(=O)COC(=O)c1ccc(NC(=O)CC#N)cc1	2	-3	-5	nt	2	3	56	i	0	-4
Cc1cccc(NC(=O)c2cc(C)nc3ccccc23)c1	-2	-1	3	-5	-2	7	25	i	0	5
CSc1ncccc1C(=O)OCc1ccc(Br)cc1	-1	nt	0	-1	-15	7	25	i	0	12
Cn1c(C(=O)O)ccc1S(=O)(=O)N1CCCCCC1	2	2	4	2	9	-2	33	i	6	2
COc1ccc(CCNC(=O)c2ccc3c(c2)S(=O)(=O)N=C2CCCCCN23)cc1	nt	-4	nt	nt	7	-10	39	i	1	2
O=C(CN1CCN(C(=O)c2ccco2)CC1)NCc1ccc(Cl)cc1	-2	2	-3	1	-4	24	24	i	3	-3
O=C(NCCCc1ccccc1)C(=O)NCC1OCCN1S(=O)(=O)c1ccc(F)cc1 (centres undefined)	-1	13	1	-3	-9	-4	19	i	-3	-8
COc1ccc(-n2nnc3c(=O)n(CC(=O)N4CCC(Cc5ccccc5)CC4)cnc32)cc1	-1	0	-3	nt	3	-17	18	i	-5	2
Cc1ccc(S(=O)(=O)NCc2cccnc2)c(C)c1	-2	-8	-8	-2	2	1	3	i	-1	1
Cc1ccc(CC(=O)NCc2ccc(F)cc2)cc1	-1	-1	-1	3	-3	3	-4	i	-2	0
CCOC(=O)CC(NC(=O)c1cccs1)c1ccc(OCC)cc1 (centres undefined)	-1	-6	3	4	-2	48	27	i	3	19
CC(NC(=O)CCCN1C(=O)c2ccccc2C1=O)c1ccc2c(c1)CCCC2 (centres undefined)	9	3	-1	1	-7	203*	19	i	0	118
CCN1CCN(C(=O)N[C@@H](C(=O)N[C@@H]2C(=O)N3[C@@H]2SC(C)(C)[C@@H]3C(=O)O)c2ccccc2)C(=O)C1=O	-3	nt	-4	2	-1	6	6	i	1	3
COc1cccc(/C=N/Nc2nc3ccccc3n3cnnc23)c1	-1	3	-4	1	4	24	15	i	-1	-5
CCOC(=O)C1=C(C)NC(C)=C(C(=O)OCC)C1C(=O)OCC(=O)NCCc1ccc(S(N)(=O)=O)cc1	-2	6	0	nt	1	-4	34	i	2	0
Cc1nnc2n(c1=O)C(CS(=O)(=O)c1ccccc1)CS2 (centres undefined)	-3	-1	-2	-2	8	-27	30	i	-1	-1
CCOC(=O)N1CCN(C2CCCN(C(=O)c3ccccc3SC)C2)CC1 (centres undefined)	-3	nt	-6	-4	1	-5	3	i	-3	-2
CC(=O)Nc1ccc(S(=O)(=O)N2CCC(c3nc4c(nnn4Cc4ccccc4Cl)c(=O)[nH]3)CC2)cc1	6	1	5	-1	12	9	29	i	-1	-2
COc1ccc(CCC(=O)NCCS(=O)(=O)N2CCN(c3ccccc3OC)CC2)cc1	0	-5	0	1	-35	-8	1	i	3	0
COC(=O)c1c(C(=O)OC)c(-c2ccc(OC)cc2)n2c1CCC2	-4	0	2	-2	-5	-2	20	i	0	-4
CC(C)COc1nc2ccccc2nc1C(C#N)C(=O)NC1CCCCC1 (centres undefined)	-2	3	-3	1	-14	4	5	i	3	-5
CCCCc1c(O)c2ccccc2n(CCCC)c1=O	-4	-6	8	-3	3	-52	12	i	2	-39
O=[N+]([O-])c1ccc(Oc2ccc(OCc3ccccc3)cc2)nc1	-2	4	5	3	-2	16	22	i	7	-6
Cc1ccc(C(=O)NC(=S)Nc2ccc(S(=O)(=O)N3CCN(C)CC3)cc2)cc1	-2	2	17	2	1	26	14	i	-3	4
CC(=O)c1cccc(NS(=O)(=O)c2ccc(C(=O)Nc3ccccc3)cc2)c1	2	0	2	8	1	-7	-4	i	-2	-2
Cc1ccccc1/C=c1\s/c(=C\C(=O)C(C)(C)C)[nH]c1=O	3	3	-1	6	9	-15	16	i	4	1
CCOc1ccc(S(=O)(=O)N2CCN(c3ccccn3)CC2)cc1	1	-1	-2	1	-5	9	0	i	-3	0
COC(=O)C1=C(NC(=O)c2ccc(C)cc2)CCS1	3	-1	3	1	-3	10	24	i	2	-8

# (next part)
molecule	GSK3 alpha inh	Dyrk1A ADPGlo	HDAC3 inh	HSP90 inh	Platelet DG rel	HSF1 activator	AI-2 QS mod	PolyA inhibitor	GSK3beta inhib	HSF1 inh
Cc1ccc(NC(=O)CCN2C(=O)c3ccccc3C2=O)c(C)c1	-1	-1	0	-3	4	0	30	i	2	2
Cc1cc(S(=O)(=O)N2CCN(C(=O)CCC(=O)N3CCOCC3)CC2)ccc1Br	6	-8	0	0	2	4	18	i	-2	4
O=C(NCc1ccccn1)NC12CC3CC(CC(C3)C1)C2	-2	-1	9	0	4	-16	25	i	1	-2
O=C(Nc1ccc2c(c1)OCO2)C1CC(=O)N(c2ccc3c(c2)OCCO3)C1 (centres undefined)	-3	-2	4	2	2	-38	22	i	-2	-19
COC(=O)COc1ccc(S(=O)(=O)Nc2ccc(C(N)=O)cc2)cc1C	-2	3	0	10	17	-2	12	i	3	-5
CC12CC3(C)CC(C)(C1)CC(C(=O)NCC(=O)O)(C2)C3	0	-1	-3	0	4	-39	12	i	-1	-24
Cc1ccc(CNS(=O)(=O)NCc2ccccc2F)cc1	-1	2	?	-4	6	-7	-19	i	4	2
CCOC(=O)Cc1cc(C)[nH]c1C(=O)OCC	-5	-15	-6	-2	6	4	4	i	0	3
COC(=O)CSc1nnnn1-c1cccc2ccccc12	-1	10	-4	1	0	-13	33	i	0	-10
CNC(=O)COC(=O)/C=C/c1cn(-c2ccccc2)nc1-c1ccc2c(c1)OCCO2	-3	nt	-12	3	-15	-8	10	i	1	-10
CN(C)c1nc(NC(C)(C)C)nc(SCC(=O)Nc2ccccc2)n1	0	-2	5	-2	1	66*	37	i	4	22
CC1CCCN(C(=S)Nc2ccc(S(=O)(=O)N3CCCCC3)cc2)C1 (centres undefined)	-2	nt	10	-2	nt	nt	25	i	-2	nt
CCCN1CCC(NC(=O)CCc2nnc(Cc3cc(OC)ccc3OC)o2)CC1	0	-3	-7	-2	-5	nt	12	i	-2	nt

# An excerpt; count on the stated rates, not on these rows.
